Assay outcomes as filed in PubChem BioAssay.
M5 antag = blocks acetylcholine activation of human M5 receptor | AID 624040 | CHO-hM5 cells, Fluo-8 calcium fluorescence, ACh EC80 | actives 0.59% (n = 360,000) | P08912 | inhibition, % at 3 µM;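 active = inhibition above a per-plate cutoff, the mean of that plate's test compounds plus 3 SD, cut at about 27% in these data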;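 also: 0% = acetylcholine EC80 with DMSO and 100% = DMSO without agonist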
M4 ag = agonists of human muscarinic M4 receptor (CHRM4). P08173. CHO-K1 hM4/Gqi5, Fluo-8 calcium fluorescence; vehicle 0%, full acetylcholine response 100%. activation, % at 3 µM. actives 0.14% (n = 360,000);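 active = activation above the run mean over all test wells plus 3 SD, cut at about 32% in these data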;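 also: peak over basal fluorescence ratio per well then scaled between controls; 0% = DMSO wells and 100% = acetylcholine at EC100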
Target sequence (P08173 whole entry, looked up): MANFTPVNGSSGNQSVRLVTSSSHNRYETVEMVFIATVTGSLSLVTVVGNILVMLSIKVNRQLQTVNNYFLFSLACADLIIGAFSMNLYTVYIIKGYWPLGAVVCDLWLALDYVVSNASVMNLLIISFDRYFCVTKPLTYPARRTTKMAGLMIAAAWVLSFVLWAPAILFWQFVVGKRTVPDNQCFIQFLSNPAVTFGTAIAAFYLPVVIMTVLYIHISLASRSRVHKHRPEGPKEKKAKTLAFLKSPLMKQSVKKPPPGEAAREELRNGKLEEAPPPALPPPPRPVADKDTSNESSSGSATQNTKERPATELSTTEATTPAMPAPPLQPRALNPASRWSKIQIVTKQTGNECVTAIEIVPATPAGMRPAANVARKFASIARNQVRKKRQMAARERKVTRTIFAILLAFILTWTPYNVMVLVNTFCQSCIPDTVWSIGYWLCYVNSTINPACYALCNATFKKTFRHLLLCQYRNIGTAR
M1 PAM = positive allosteric modulators of human M1 muscarinic receptor; P11229; CHO-K1 hM1, Fluo-8 calcium fluorescence, ACh EC20; 0% = ACh EC20, 100% = maximal ACh; activation, % at 3 µM; actives 0.088% (n = 360,000); AID 588819; in the data active = activation above about 19%, passing the limit was not always enough
Target sequence (P11229 whole entry, looked up): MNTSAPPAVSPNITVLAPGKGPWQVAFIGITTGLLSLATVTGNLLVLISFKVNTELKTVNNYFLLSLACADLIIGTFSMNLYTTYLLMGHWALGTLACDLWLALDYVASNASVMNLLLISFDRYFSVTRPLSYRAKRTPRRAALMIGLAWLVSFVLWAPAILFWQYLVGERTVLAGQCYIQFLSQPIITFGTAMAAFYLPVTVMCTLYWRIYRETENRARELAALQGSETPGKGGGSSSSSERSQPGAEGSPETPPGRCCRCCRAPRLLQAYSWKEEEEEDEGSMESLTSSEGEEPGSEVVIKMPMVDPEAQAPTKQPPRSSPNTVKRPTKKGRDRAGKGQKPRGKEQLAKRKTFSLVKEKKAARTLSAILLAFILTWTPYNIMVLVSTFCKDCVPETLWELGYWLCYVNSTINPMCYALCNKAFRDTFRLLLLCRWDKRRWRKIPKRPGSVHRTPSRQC
CHRM4 antagonist = CHRM4 antagonism in calcium assay; P08173; CHO-hM4 cells, ACh EC80, Fluo-8 calcium fluorescence; inhibition, % at 3 µM; actives 0.73% (n = 360,000); AID 624125;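 active = inhibition above its plate's cutoff, the mean inhibition of sample wells plus 3 SD, cut at about 27% in these data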;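 also: 0% = acetylcholine EC80 with DMSO and 100% = DMSO without agonist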
CRFR2-BP antag = CRF-BP/CRF-R2 complex antagonism | HEK293 CRF-R2/CRF-BP, CRF-induced calcium fluorescence | inhibition, % at 11.8 µM | actives 0.59% (n = 350,000);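 active = inhibition of the ligand-induced calcium signal above about 50% at the single tested concentration, limit read from the data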
CRFBP-R2 agonist = agonists of human CRF-binding protein/CRF-R2 receptor complex; HEK293 CRF-R2/CRF-BP, calcium dye fluorescence (FLIPR); percent of saturating CRF peptide response; activation, % at 13.2 µM; actives 0.46% (n = 350,000);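 active = activation of at least 50%, plus an integration ratio under a set limit after plate pattern correction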;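 also: plate controls were neutral control wells without compound for no effect and CRF at EC100 for full effect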
CHRM5 agonist = agonists of human muscarinic M5 receptor (CHRM5). P08912. CHO-K1 hM5 cells, Fluo-8 calcium fluorescence; 0% DMSO wells, 100% maximal acetylcholine response. activation, % at 3 µM. actives 0.19% (n = 360,000). AID 624037;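 active = activation above the run's mean over test compounds plus 3 SD, cut at about 23% in these data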;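 also: signal is peak over basal fluorescence ratio across the kinetic read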
CHRM4 PAM = CHRM4 positive allosteric modulation | CHO-K1 hM4/Gqi5, Fluo-8 calcium fluorescence, ACh EC20; 0% = ACh EC20, 100% = maximal ACh | activation, % at 3 µM | actives 0.4% (n = 360,000) | AID 624126;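 active = activation above its plate's cutoff, the mean activation of sample wells plus 3 SD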; also: some results filed as inactive read as strong as hits
CHRM5 PAM = potentiates acetylcholine response at human M5 receptor; activation, % at 3 µM; actives 0.3% (n = 360,000); P08912; CHO-K1 hM5, Fluo-8 calcium, ACh EC20 PAM; 0% = ACh EC20, 100% = ACh EC100;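 active = activation above the run cutoff, the mean activation of all test compounds plus 3 SD, cut at about 18% in these data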
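System: CHO-K1 hM5 cells. Reagent: acetylcholine, EC20 level. Compound dosing: single dose, 3 µM nominal final test concentration. Timing: Post-acetylcholine fluorescence recording 140 s. Detection: Fluo-8 calcium fluorescence. Read-out: % activation, ACh-normalized. Benchmarks: ACh EC20 and EC100 wells. Repeats: singlicate, one well per test compound.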
Starred values were filed as active, the others as inactive.

Cc1c(C(=O)NCc2ccccc2)oc2ccc(S(=O)(=O)N3CCCC3)cc12 was read as M5 antag 9, M4 ag 7, M1 PAM 16, CHRM4 antagonist -20, CRFR2-BP antag -33, CRFBP-R2 agonist 2.6, CHRM5 agonist 3, CHRM4 PAM 3 and CHRM5 PAM -1.
For Cc1ccc(S(=O)(=O)NNC(=O)c2snnc2C)cc1 the results were M5 antag 3, M4 ag 0, M1 PAM 5, CHRM4 antagonist 0, CRFR2-BP antag -11, CRFBP-R2 agonist -0.2, CHRM5 agonist -3, CHRM4 PAM 0 and CHRM5 PAM 1.
Screening Cc1cccc(C2NC(=O)c3c(sc(C)c3C)N2)c1O (stereo not drawn) returned M5 antag -2, M4 ag 2, M1 PAM -6, CHRM4 antagonist 4, CRFR2-BP antag -25, CRFBP-R2 agonist 0.5, CHRM5 agonist 2, CHRM4 PAM -3 and CHRM5 PAM 0.
`O=C(COc1coc(CN2CCc3ccccc32)cc1=O)Nc1cccc(F)c1` gave M5 antag -2, M4 ag 2, M1 PAM 1, CHRM4 antagonist -3, CRFR2-BP antag 3, CRFBP-R2 agonist -1.3, CHRM5 agonist 0, CHRM4 PAM 9 and CHRM5 PAM 8.
For Cc1cccc(NS(=O)(=O)c2ccc(C)c(C(=O)NCC(c3ccco3)N3CCCCC3)c2)c1 (stereo not drawn) the results were M5 antag -2, M4 ag 2, M1 PAM 0, CHRM4 antagonist -4, CRFR2-BP antag -4, CRFBP-R2 agonist 0.0, CHRM5 agonist -6, CHRM4 PAM -3 and CHRM5 PAM 2.
`CCC/C=N/Nc1nc2ccccc2s1` gave M5 antag 3, M4 ag 1, M1 PAM -4, CHRM4 antagonist 5, CRFR2-BP antag 1, CRFBP-R2 agonist -0.6, CHRM5 agonist -2, CHRM4 PAM -3 and CHRM5 PAM -6.
For Clc1ccc(-c2noc(CN3CCN(c4ccccc4)CC3)n2)cc1 the results were M5 antag -3, M4 ag 2, M1 PAM 0, CHRM4 antagonist -4, CRFR2-BP antag -10, CRFBP-R2 agonist 0.6, CHRM5 agonist -1, CHRM4 PAM 6 and CHRM5 PAM 1.
For N#Cc1ccccc1CSc1nc2ccc(NC(=O)c3ccccc3C(=O)O)cc2s1 the results were M5 antag -10, M4 ag 2, M1 PAM 3, CHRM4 antagonist 8, CRFR2-BP antag -23, CRFBP-R2 agonist 1.0, CHRM5 agonist -3, CHRM4 PAM -6 and CHRM5 PAM 0.
COc1ccc(-c2ccc(-c3noc(-c4ccccc4OC)n3)c(OC)n2)cc1 was read as M5 antag 2, M4 ag 0, M1 PAM -3, CHRM4 antagonist 1, CRFR2-BP antag 2, CRFBP-R2 agonist 5.3, CHRM5 agonist -1, CHRM4 PAM -3 and CHRM5 PAM -5.
Screening CCOC(=O)C1(CCOc2ccccc2)CCN(S(=O)(=O)N(C)C)CC1 returned M5 antag -12, M4 ag 4, M1 PAM -2, CHRM4 antagonist -2, CRFR2-BP antag 3, CRFBP-R2 agonist -0.7, CHRM5 agonist 5, CHRM4 PAM 3 and CHRM5 PAM 14.
Screening CCCN(CCC)CCCNC(=O)c1ccc2c(c1)N(CC)C(=O)c1ccccc1S2=O (stereo not drawn) returned M5 antag 4, M4 ag 1, M1 PAM -16, CHRM4 antagonist -20, CRFR2-BP antag -15, CRFBP-R2 agonist 0.3, CHRM5 agonist -8, CHRM4 PAM 1 and CHRM5 PAM -9.
For Cc1c(NC(=O)C2CCCCN2S(=O)(=O)c2ccc(Cl)cc2)c(=O)n(-c2ccccc2)n1C (stereo not drawn) the results were M5 antag 1, M4 ag 0, M1 PAM 12, CHRM4 antagonist 9, CRFR2-BP antag 7, CRFBP-R2 agonist -2.1, CHRM5 agonist 0, CHRM4 PAM -3 and CHRM5 PAM -1.
CC(=O)NCC(=O)OCc1ccc([N+](=O)[O-])cc1 was read as M5 antag -6, M4 ag 0, M1 PAM 2, CHRM4 antagonist -1, CRFR2-BP antag 21, CRFBP-R2 agonist 0.7, CHRM5 agonist -2, CHRM4 PAM -6 and CHRM5 PAM 2.
O=S1(=O)N[C@@H](Cc2ccccc2)COc2cc(N3CCC[C@@H]3CO)ccc21 was read as M5 antag -1, M4 ag 8, CHRM4 antagonist 8, CHRM5 agonist 6, CHRM4 PAM -3 and CHRM5 PAM -7.
`NC(=O)COC(=O)Cc1coc2cc3c(cc12)CCC3` gave M5 antag 5, M4 ag 5, M1 PAM 3, CHRM4 antagonist -11, CRFR2-BP antag 9, CRFBP-R2 agonist -5.9, CHRM5 agonist -4, CHRM4 PAM 6 and CHRM5 PAM -6.
COc1ccc(OC)c(NC(=O)CSc2nnc(-c3ccco3)o2)c1 was read as M5 antag -8, M4 ag 1, M1 PAM 12, CHRM4 antagonist -1, CRFR2-BP antag -14, CRFBP-R2 agonist -14, CHRM5 agonist -1, CHRM4 PAM 3 and CHRM5 PAM 3.
For CCn1c(-c2ccco2)nc2ccccc21 the results were M5 antag 2, M4 ag 0, M1 PAM 2, CHRM4 antagonist -6, CRFR2-BP antag 8, CRFBP-R2 agonist 0.5, CHRM5 agonist -7, CHRM4 PAM 3 and CHRM5 PAM -8.
`COc1ccc(CC(=O)Nc2c3c(nn2-c2cccc(C)c2C)CS(=O)C3)cc1` (stereo not drawn) gave M5 antag 4, M4 ag 0, M1 PAM 7, CHRM4 antagonist -16, CRFR2-BP antag -1, CRFBP-R2 agonist -1.5, CHRM5 agonist -3, CHRM4 PAM 6 and CHRM5 PAM -1.
CCCCOC(=O)Nc1nnc(Cc2ccc(Cl)cc2)s1 was read as M5 antag 9, M4 ag 0, M1 PAM 0, CHRM4 antagonist -1, CRFR2-BP antag -40, CRFBP-R2 agonist 4.9, CHRM5 agonist -3, CHRM4 PAM 4 and CHRM5 PAM 4.
Screening Cc1cc(/C=C2/C(=N)N3C(=NC2=O)SN=C3S(C)(=O)=O)c(C)n1-c1ccc(F)cc1 returned M5 antag 6, M4 ag 3, M1 PAM -4, CHRM4 antagonist 4, CRFR2-BP antag 25, CRFBP-R2 agonist 2.9, CHRM5 agonist 3, CHRM4 PAM -5 and CHRM5 PAM -7.
Cc1csc2nc(CSc3ccc(Cl)cc3)cn12 was read as M5 antag 4, M4 ag 1, M1 PAM -6, CHRM4 antagonist 0, CRFR2-BP antag 10, CRFBP-R2 agonist 0.1, CHRM5 agonist -6, CHRM4 PAM -3 and CHRM5 PAM 1.
For O=c1c2ccccc2nc(SCc2nnc(-c3ccccc3Br)o2)n1Cc1ccco1 the results were M5 antag -6, M4 ag 2, M1 PAM 0, CHRM4 antagonist 1, CRFR2-BP antag 3, CRFBP-R2 agonist 6.6, CHRM5 agonist -2, CHRM4 PAM 2 and CHRM5 PAM -4.
`O=C(O)C(=O)/C(=C\c1ccc(Cl)cc1)c1ccc2ccccc2n1` gave M5 antag 1, M4 ag 1, M1 PAM 1, CHRM4 antagonist 7, CRFR2-BP antag -17, CRFBP-R2 agonist 16, CHRM5 agonist -1, CHRM4 PAM 7 and CHRM5 PAM 13.
`O=C1Nc2ccccc2SC1c1ccccc1Cl` (stereo not drawn) gave M5 antag 11, M4 ag 0, M1 PAM -11, CHRM4 antagonist 11, CRFR2-BP antag -65, CRFBP-R2 agonist 3.8, CHRM5 agonist -9, CHRM4 PAM -7 and CHRM5 PAM -7.

Random excerpt: 3 records from the list, in no set order.
Cc1csc2nc(CSc3ccc(Cl)cc3)cn12 was read as M5 antag 4, M4 ag 1, M1 PAM -6, CHRM4 antagonist 0, CRFR2-BP antag 10, CRFBP-R2 agonist 0.1, CHRM5 agonist -6, CHRM4 PAM -3 and CHRM5 PAM 1.
`COc1ccc(CC(=O)Nc2c3c(nn2-c2cccc(C)c2C)CS(=O)C3)cc1` (stereo not drawn) gave M5 antag 4, M4 ag 0, M1 PAM 7, CHRM4 antagonist -16, CRFR2-BP antag -1, CRFBP-R2 agonist -1.5, CHRM5 agonist -3, CHRM4 PAM 6 and CHRM5 PAM -1.
CCCCOC(=O)Nc1nnc(Cc2ccc(Cl)cc2)s1 was read as M5 antag 9, M4 ag 0, M1 PAM 0, CHRM4 antagonist -1, CRFR2-BP antag -40, CRFBP-R2 agonist 4.9, CHRM5 agonist -3, CHRM4 PAM 4 and CHRM5 PAM 4.

Other compounds
For O=C(Cc1ccsc1)NNC(=O)c1cccc(Cl)c1 the results were M5 antag -8, M4 ag 1, M1 PAM 22, CHRM4 antagonist -15, CRFR2-BP antag 7, CRFBP-R2 agonist -0.5, CHRM5 agonist -5, CHRM4 PAM 14 and CHRM5 PAM 3.
`COc1ccc(NC2CCCN(C(=O)c3ccc4[nH]c(C)c(C)c4c3)C2)cc1OC` (stereo not drawn) gave M5 antag 3, M4 ag 3, M1 PAM 6, CHRM4 antagonist 6, CRFR2-BP antag -8, CRFBP-R2 agonist -0.8, CHRM5 agonist -1, CHRM4 PAM -1 and CHRM5 PAM -2.
COc1ccc(OCCSc2nnc3sc4ccccc4n23)cc1 was read as M5 antag 2, M4 ag 0, M1 PAM 10, CHRM4 antagonist 3, CRFR2-BP antag 17, CRFBP-R2 agonist 0.2, CHRM5 agonist -3, CHRM4 PAM 7 and CHRM5 PAM 4.
For CCCC(=O)Nc1ccc(C(=O)COC(=O)C2CC2)cc1 the results were M5 antag 3, M4 ag 0, M1 PAM 2, CHRM4 antagonist 21, CRFR2-BP antag -2, CRFBP-R2 agonist 0.3, CHRM5 agonist 0, CHRM4 PAM -6 and CHRM5 PAM -3.
For Cn1c(N)c(C(=O)COC(=O)C2(c3cccc(F)c3)CCCC2)c(=O)n(C)c1=O the results were M5 antag 5, M4 ag 9, M1 PAM 1, CHRM4 antagonist -2, CRFR2-BP antag -20, CRFBP-R2 agonist 1.1, CHRM5 agonist 0, CHRM4 PAM 3 and CHRM5 PAM -7.
`O=C(Nc1cnn(Cc2c(Cl)cccc2Cl)c1)C(c1ccccc1)c1ccccc1` gave M5 antag 8, M4 ag 3, M1 PAM 14, CHRM4 antagonist -2, CRFR2-BP antag 16, CRFBP-R2 agonist 0.2, CHRM5 agonist -4, CHRM4 PAM 1 and CHRM5 PAM -14.
Screening Cc1ccc(S(=O)(=O)N(C)C)cc1[N+](=O)[O-] returned M5 antag 1, M4 ag 1, M1 PAM 4, CHRM4 antagonist 0, CRFR2-BP antag 0, CRFBP-R2 agonist -1.0, CHRM5 agonist -2, CHRM4 PAM -1 and CHRM5 PAM 2.
For C[C@H]1CN([C@@H](C)CO)C(=O)CCCn2cc(nn2)CO[C@@H]1CN(C)S(=O)(=O)c1ccc(-n2cccn2)cc1 the results were M5 antag -4, M4 ag 0, M1 PAM 2, CHRM4 antagonist -2, CRFR2-BP antag 3, CRFBP-R2 agonist -0.5, CHRM5 agonist 0, CHRM4 PAM 1 and CHRM5 PAM 2.
For Clc1ccc(Oc2ncnc3oc(-c4ccccc4)cc23)cc1 the results were M5 antag 2, M4 ag 1, M1 PAM 10, CHRM4 antagonist 4, CRFR2-BP antag -11, CRFBP-R2 agonist 1.5, CHRM5 agonist -3, CHRM4 PAM -1 and CHRM5 PAM -5.
